RXFP1 antagonist – blocks the human relaxin receptor RXFP1; Q9HBX9; HEK293-RXFP1, relaxin-stimulated cAMP HTRF, 30 min; active compounds read low; activity change, negative = inhibition, % at 57.5 µM; hit rate 0.59% among 350,000; AID 1259400;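 active means activity change of -60% or lower, but not beyond a set lower limit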
Target sequence (Q9HBX9 whole entry, looked up): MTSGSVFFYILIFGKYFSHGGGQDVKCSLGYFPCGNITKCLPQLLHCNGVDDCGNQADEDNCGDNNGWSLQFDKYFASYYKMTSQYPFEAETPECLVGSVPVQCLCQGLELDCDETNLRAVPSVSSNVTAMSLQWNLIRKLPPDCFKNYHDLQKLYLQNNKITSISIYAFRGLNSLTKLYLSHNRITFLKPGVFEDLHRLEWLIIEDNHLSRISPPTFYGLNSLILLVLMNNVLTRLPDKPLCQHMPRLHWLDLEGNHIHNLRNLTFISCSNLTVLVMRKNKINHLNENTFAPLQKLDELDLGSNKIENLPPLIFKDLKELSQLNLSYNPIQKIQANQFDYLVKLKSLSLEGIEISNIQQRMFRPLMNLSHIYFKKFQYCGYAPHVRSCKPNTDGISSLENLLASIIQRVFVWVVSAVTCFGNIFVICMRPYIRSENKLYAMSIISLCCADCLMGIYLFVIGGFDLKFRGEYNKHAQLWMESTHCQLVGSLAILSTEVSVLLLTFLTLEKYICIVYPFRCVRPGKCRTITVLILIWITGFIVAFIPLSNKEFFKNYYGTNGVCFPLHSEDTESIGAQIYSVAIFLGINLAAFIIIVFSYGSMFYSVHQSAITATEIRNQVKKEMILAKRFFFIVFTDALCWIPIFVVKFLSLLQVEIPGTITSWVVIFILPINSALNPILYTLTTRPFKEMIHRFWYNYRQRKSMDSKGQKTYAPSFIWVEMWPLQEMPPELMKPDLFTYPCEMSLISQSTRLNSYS
* hit, by the source's call. On the % scale 0 is the no-effect control and ±100 the full control effect. Not all compounds are listed. The share of hits here may be higher or lower than overall.

SMILES | RXFP1 antagonist
O=S(=O)(CC(O)(c1ccccc1)c1ccccc1)CC(O)(c1ccccc1)c1ccccc1 | -13
CN(C)N1C(=O)/C(=C/c2ccco2)SC1=Nc1ccccc1 | -15
CC(=O)N1CCOC12CCN(Cc1ccccc1)CC2 | -1
CCOCCC(=O)Nc1ncc(S(=O)(=O)c2ccc([N+](=O)[O-])cc2)s1 | 4
O=C(CSc1nccc(=O)[nH]1)NC1CCCCCCC1 | -6
COP(=O)(OC)OC(c1ccc(Cl)cc1)P(=O)(OC)OC (stereo not drawn) | 16
C/C(Nc1ccc(Cl)c(Cl)c1)=C1/CCOC1=O | -1
CCOCCn1c(N2CCCN(C)CC2)nc2ccccc21 | 4
O=C(CSc1ccccc1)Nc1ccc(NC(=O)c2ccco2)cc1 | -4
COc1cccc(CN(C)C(=O)c2ccc(S(=O)(=O)Nc3cccc(C)c3C)cc2)c1OC | -7

Among those listed so far, these contain a halogen.
SMILES | RXFP1 antagonist
COP(=O)(OC)OC(c1ccc(Cl)cc1)P(=O)(OC)OC (stereo not drawn) | 16
C/C(Nc1ccc(Cl)c(Cl)c1)=C1/CCOC1=O | -1

Further compounds:
SMILES | RXFP1 antagonist
Cc1cc(Cl)ccc1OCC(=O)NNC(=O)c1ccc(=O)[nH]c1 | 0
OCC1OC(n2cnc3c(NCc4ccco4)ncnc32)C(O)C1O (stereo not drawn) | -4
COc1cc(OC)c(C(=O)Nc2cc(S(=O)(=O)N3CCOCC3)ccc2N2CCN(C)CC2)cc1OC | 1
O=C(CCN1CCCCO1)NC1CCCc2c1cnn2-c1ccc(F)cc1F (stereo not drawn) | 3
COc1ccc(-c2ccc(CN3C(C(C)C)C(=O)N(Cc4cn(CCC5OCCO5)nn4)CCS3(=O)=O)cc2)cc1OC (stereo not drawn) | 9
CSc1ncccc1C(=O)OCC(=O)Nc1nc(C)c(Cl)cc1Cl | 8
Cc1cc(Cl)cc(C)c1OCC(=O)NC1CCCCCC1 | -6
O=S(=O)(NCc1cc(-c2ccccc2)no1)c1ccc(Cl)cc1 | 2
O=C(Nc1ccccc1Cl)c1ccccc1CC(O)(c1ccccc1)c1ccccc1 | 2
CN(Cc1ccccc1)c1ncnc2[nH]ncc12 | -5

Part of the list above, field by field:
> CCOCCC(=O)Nc1ncc(S(=O)(=O)c2ccc([N+](=O)[O-])cc2)s1
  RXFP1 antagonist: 4

> CCOCCn1c(N2CCCN(C)CC2)nc2ccccc21
  RXFP1 antagonist: 4

An excerpt of these results, comma-delimited:
SMILES,RXFP1 antagonist
Cc1cc(Cl)cc(C)c1OCC(=O)NC1CCCCCC1,-6
O=S(=O)(NCc1cc(-c2ccccc2)no1)c1ccc(Cl)cc1,2
O=C(Nc1ccccc1Cl)c1ccccc1CC(O)(c1ccccc1)c1ccccc1,2
CN(Cc1ccccc1)c1ncnc2[nH]ncc12,-5

Further compounds:
SMILES | RXFP1 antagonist
O=C(NN=Cc1c(F)c(F)c(F)c(F)c1F)c1ccc(NS(=O)(=O)c2cccs2)cc1 | -11
O=S(=O)(NC1CCCC1)c1ccc(F)cc1F | -4
Cc1nc2ccc(NS(=O)(=O)c3ccc(F)c(F)c3F)cc2s1 | 12
O=C(CN1c2cccc3cccc(c23)S1(=O)=O)N1CCCCC1 | 3
COc1cccc(CN(C)C(=O)CCN=C2NS(=O)(=O)c3ccccc32)c1 | -2
COc1ccc(S(=O)(=O)N2CCC(C(=O)N[C@H](C(=O)NCc3ccccc3)C(C)C)CC2)cc1 | -3
OCCn1cnc2c(SCc3ccccc3)ncnc21 | -10
O=C(c1ccc2c(=O)n3c(nc2c1)CCC3)N1CCN(S(=O)(=O)c2ccccc2Br)CC1 | 8
CCN(C)C(=O)Oc1cccc([C@H](C)N(C)C)c1 | 4
O=C(CNCc1ccc(Cl)cc1)Nc1cc(S(=O)(=O)N2CCCC2)ccc1Cl | -6
COc1ccc(C(=O)c2ccccc2C(=O)c2ccccc2)cc1 | -4
COCC#Cc1ccc2c(c1)O[C@@H](CN(C)C(=O)Nc1ccc(OC)cc1)[C@H](C)CN([C@H](C)CO)S2(=O)=O | -4
CCCCCn1c(CN2CCN(C(=O)OCC)CC2)nc2c1c(=O)n(C)c(=O)n2C | 12
C[C@H]1CN([C@@H](C)CO)C(=O)CCCn2cc(nn2)CO[C@@H]1CN(C)S(=O)(=O)c1ccc(Oc2ccccc2)cc1 | -4
COc1ccccc1NC(=O)CCNC(=O)C1CCN(S(=O)(=O)c2ccccc2)CC1 | -10
CCC(C)Cn1cnc2c(Sc3c([N+](=O)[O-])ncn3C)nc(N)nc21 (stereo not drawn) | 2
COC1=NC(=C(c2ccccc2)c2ccccc2)OC1=O | -4
Cc1cc(OC(=O)Nc2ccccc2)ccc1Cl | 8
CC(=O)Oc1cc2c(cc1OC(C)=O)C(=O)CCCC2 | 3
[O-][n+]1cccc(CO)c1 | -9
O=C(Oc1cccc2c(O)cccc12)c1ccccc1Cl | -6
O=C1NC(c2ccccc2)Cc2ccncc21 (stereo not drawn) | 0
CNC(=S)N1CCC(C(=O)c2ccc(Cl)cc2)CC1 | -11
O=C(COC(=O)c1ccccc1)NC1CCCCCC1 | 3
O=C(CCl)Nc1sccc1C(=O)c1ccccc1 | 5
O=C(c1ccc([N+](=O)[O-])cc1)N1CCc2ccccc21 | 2
Cc1ccccc1OCCC(=O)Nc1cc(S(=O)(=O)N2CCCCC2)ccc1N1CCN(C)CC1 | -1
Cc1ccc(-c2ccc3c(c2)O[C@H](CN(C)C(=O)CC2CC2)[C@H](C)CN([C@@H](C)CO)S3(=O)=O)cc1 | 2
CC(C)(C)CC(C)(C)SSc1n[nH]c(=S)s1 | -12
CC1(C)[C@@H]2CC[C@@]1(C)C(=O)C2 | -10
Fc1ccc(-c2nc3ccc(Cl)cn3c2Cc2ccccc2)cc1 | 1
O=c1[nH]c2cnn(-c3ccccc3)c2c(=O)n1O | -6
O=C(O)C1CCN(c2c([N+](=O)[O-])cc(C(F)(F)F)cc2[N+](=O)[O-])CC1 | -4
N#Cc1csc(CCNC(=O)c2ccccc2)n1 | 9
O[C@@H]1CN(Cc2cccs2)[C@@H](c2ccc(Cl)cc2)C[C@H]1n1cc(-c2ccc(F)cc2)nn1 | -7
C[C@@H]1CN([C@@H](C)CO)S(=O)(=O)c2ccc(Br)cc2O[C@H]1CN(C)C(=O)c1ccccc1F | 2
N#Cc1c(-c2ccc(Cl)cc2)c(-c2ccc(Cl)cc2)nn(CCOC(=O)CCC(=O)O)c1=O | -13
N[C@@H](CSCCCO)C(=O)O | -2
Cc1ccc(S(=O)(=O)NCCc2nnc3ccc(N4CCOCC4)nn23)cc1 | -5
O=C(Nc1cc(Cl)ccc1N1CCOCC1)C1CC1 | -17
CC(=O)OCCn1c([N+](=O)[O-])cnc1C=[N+]([O-])C1CCCCC1 | -1
O=C(C1CCCCC1)N1C[C@@H](O)[C@H](n2cc(C3CC3)nn2)C[C@@H]1c1ccc(Cl)cc1 | 3
COCCn1c(C)cc(C(=O)CN2c3cccc4cccc(c34)S2(=O)=O)c1C | 5
O=C1CCC([N+](=O)[O-])C(C2CC=CCC2)N1 (stereo not drawn) | -6
O=C(O)C1C=CCC(C(=O)O)C1 (stereo not drawn) | -6
Nc1nccc(NCCSCc2ccccc2)n1 | -7
O=C(OCc1cn([C@@H]2C[C@H](c3ccc(Cl)cc3)N(CC3CCCCC3)C[C@H]2O)nn1)c1ccccc1 | 3
COc1ccc2nc(C)cc(Nc3ccccc3OC)c2c1 | 2
COc1ccc(Cl)cc1N=Cc1c(O)cc(C)oc1=O | 5
CCOC(=O)C(C)Sc1nc(N2CCOCC2)c2c(c1C#N)CC(C)(C)OC2 (stereo not drawn) | 13
The list continues:
SMILES | RXFP1 antagonist
O=C(COC(=O)Cc1ccc(S(=O)(=O)N2CCOCC2)s1)Nc1ccc(F)cc1F | -8
Cn1c(=O)c2c(-c3ccccc3)n(-c3cc([N+](=O)[O-])ccc3O)cc2n(C)c1=O | 3
COc1cccc(C2c3cc4c(cc3OC(NNC(N)=O)C2C)OCO4)c1O (stereo not drawn) | -2
CC1CCCCN1C(=O)COC(=O)Cc1c[nH]c2ccccc12 (stereo not drawn) | 3
O=C(C[C@H]1C[C@@H]2c3cc(NS(=O)(=O)c4ccccc4)ccc3O[C@@H]2[C@H](CO)O1)N1CCOCC1 | 2
CC(C)C1C(=O)N(Cc2cn(Cc3ccco3)nn2)CCS(=O)(=O)N1Cc1ccc(-c2ccccc2)cc1 (stereo not drawn) | -17
CC(=O)Nc1ncc(Sc2ccc([N+](=O)[O-])cc2)s1 | 0
CC(C)C1CC(C(=O)Nc2ccccc2)C(=O)O1 (stereo not drawn) | -5
COCCCn1c(SCC(=O)N2CCCC2=O)nc2ccccc2c1=O | 3
O=C(CSc1nc2[nH]c(=O)cc(O)c2s1)Nc1nncs1 | -4

Molecules shown so far that contain a COOH group (4):
SMILES | RXFP1 antagonist
O=C(O)C1CCN(c2c([N+](=O)[O-])cc(C(F)(F)F)cc2[N+](=O)[O-])CC1 | -4
N#Cc1c(-c2ccc(Cl)cc2)c(-c2ccc(Cl)cc2)nn(CCOC(=O)CCC(=O)O)c1=O | -13
N[C@@H](CSCCCO)C(=O)O | -2
O=C(O)C1C=CCC(C(=O)O)C1 (stereo not drawn) | -6

(list continues)
SMILES | RXFP1 antagonist
S=C(NN=Cc1ccccn1)Nc1ccccn1 | -10
COc1ccccc1CNS(=O)(=O)c1cc(C(=O)NCC2CCCO2)c(Cl)cc1Cl (stereo not drawn) | 5
COc1ccc(C(=O)NNC(=S)NC(=O)c2ccc(F)cc2)cc1Br | 6
CCOc1ccc(NC(=O)CN2C(=O)NC(C)(c3ccc4c(c3)OCCCO4)C2=O)cc1OCC (stereo not drawn) | -3
C[C@@H]1CN([C@@H](C)CO)C(=O)CCCn2nncc2CO[C@H]1CN(C)C(=O)Nc1ccccc1F | 0
Nc1ccccc1C=C1Cc2ccccc2C1=O | 0
Cc1ccc(C(=O)OCC(=O)N2CCCCCC2)cc1S(=O)(=O)N1CCOCC1 | -6
O=C(CSc1nc2ccccc2c(=O)n1-c1ccccc1F)NC1CC1 | 6
Cc1cc(C(=O)CSc2nc(N)cc(N)n2)c(C)n1CC1CCCO1 (stereo not drawn) | -11
CCOc1cccc(Cc2c[nH]c(=O)[nH]c2=O)c1 | 4
O=C1NC(c2cccc3ccccc23)Nc2ccccc21 (stereo not drawn) | -1
COC(=O)C1CCN(S(=O)(=O)CCNC(=O)c2ccccc2)CC1 | 2
C=C(C)C(=O)Nc1ccc2nn(-c3ccccc3O)nc2c1 | -2
CN(C(=O)CSc1nnc2n1CCCCC2)C1(C#N)CCCCC1 | 1
CC1(C)CC(=O)C=C(Nc2cccc(Cl)c2Cl)C1 | 2
CNc1nc(Cl)nc2ncn(C)c12 | 10
CCOc1nc(OCC)c2[nH]c(C(=O)O)c(Br)c2n1 | 0
C=Cc1cc2c(cc1O)CCC1C2CCC2(C)C(O)CCC12 (stereo not drawn) | -30
Oc1ccc(Cl)cc1C=NN1CCCCCC1 | -19
COc1ccc(NC(=O)C[C@H]2C(=O)N(c3ccc(OC)cc3)C[C@@H]2C)cc1 | -12
CC(C)(C)OC(=O)N1CCC(NC(=O)c2[nH]cnc2C(=O)Nc2ccc(Br)cc2F)CC1 | -1
Cc1cccc(C(=O)NC2CCN(S(=O)(=O)c3cccc(F)c3)CC2)c1 | -7
CC(OC(=O)c1cc(S(=O)(=O)N2CCOCC2)ccc1F)C(=O)NCC1CCCCC1 (stereo not drawn) | -2
COc1ccc([N+](=O)[O-])c(C=CC(=O)c2ccccn2)c1 | -20
CC(=O)NC(=O)c1ccccc1O | 12
Cc1ccc(-c2cc(C(=O)N3CC4(C)CC3CC(C)(C)C4)no2)cc1 (stereo not drawn) | -9
COC(=O)CCC1(C(N)=O)CCC(=O)c2ccccc21 (stereo not drawn) | -10
NC(=O)c1ccsc1NC(=O)CSc1ncnc2sccc12 | -14
O=C1CN(C(=O)COC(=O)COc2ccccc2)c2ccccc2N1 | 11
O=C(NCC12CC3CC(CC(C3)C1)C2)c1cc2n(n1)C(C(F)(F)F)CC(c1ccco1)N2 (stereo not drawn) | -21
CC[n+]1c(/C=C(\C)SC)sc2ccccc21 | 29
C[C@@H]1CN([C@@H](C)CO)C(=O)c2cc(Br)cnc2O[C@H]1CN(C)C(=O)c1ccncc1 | -5
Cc1ccc(S(=O)(=O)NN(Cc2ccccc2)Cc2ccccc2)cc1 | -9
CC1=NN(c2ccccc2)C(=O)C1C(=S)SC1CC(=O)NC1=O (stereo not drawn) | 8
COc1ccc(CNC(=O)COC(=O)c2c(NC(C)=O)sc(C)c2C)cc1OC | 2
O=C(COC(=O)COc1ccccc1)NCc1ccc2c(c1)OCO2 | -20
Cc1cc2c(cc1C)N(C(=O)CCl)CC(=O)N2 | 7
COc1ccccc1/C=N\NC(=O)c1ccc(COc2ccc(C)c(C)c2)o1 | -29
COc1cccc2c1OC[C@@H](CO)[C@H]2N(C)C(=O)Nc1ccc(Cl)cc1Cl | 2
O=C(/C=C/c1ccccc1[N+](=O)[O-])OCC(=O)N1CCN(c2ccccc2)CC1 | 3
C[C@@H]1CN([C@H](C)CO)C(=O)CCCn2cc(nn2)CO[C@H]1CN(C)C(=O)Nc1ccccc1C(F)(F)F | 9
CCc1ccc(C#CC2=CC(=O)CC(C)(C)C2)cc1 | 2
CCC(C)Cn1cnc2c(SCc3ccccc3F)nc(N)nc21 (stereo not drawn) | -9
CCN(C(=O)COC(=O)C(C)(C)Oc1ccc(Cl)cc1)c1c(N)n(Cc2ccccc2)c(=O)[nH]c1=O | 0

Bioassay records deposited in PubChem by National Center for Advancing Translational Sciences (NCATS).
